Source: PubChem BioAssay
Autofluor 339: intrinsic fluorescence of library compounds, ex339/em460 – biochemical, MLSMR library, data from DPM-DC assay, artefact control, profiling panel; AID 709; hit rate 5.5% among 65,000; fluorescence fold increase at 10 µM; compound autofluorescence, ex339/em460 nm, NADH buffer; active compounds read high; 1 = no-compound wells, NADH background;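 active = at 10 µM, mean starting fluorescence two-fold or more over control wells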;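 also: signal is the first read of a kinetic run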
JNK3 blocker: blocks human JNK3 kinase activity | purified JNK3 kinase activity, HTS | P53779 | inhibition, % at 8 µM | AID 746 | hit rate 0.61% among 60,000; in the data active = inhibition above about 17%;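 also: 0% = DMSO and 100% = reference inhibitor; many of its hits are not listed in these tables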
Target sequence (P53779 whole entry, looked up): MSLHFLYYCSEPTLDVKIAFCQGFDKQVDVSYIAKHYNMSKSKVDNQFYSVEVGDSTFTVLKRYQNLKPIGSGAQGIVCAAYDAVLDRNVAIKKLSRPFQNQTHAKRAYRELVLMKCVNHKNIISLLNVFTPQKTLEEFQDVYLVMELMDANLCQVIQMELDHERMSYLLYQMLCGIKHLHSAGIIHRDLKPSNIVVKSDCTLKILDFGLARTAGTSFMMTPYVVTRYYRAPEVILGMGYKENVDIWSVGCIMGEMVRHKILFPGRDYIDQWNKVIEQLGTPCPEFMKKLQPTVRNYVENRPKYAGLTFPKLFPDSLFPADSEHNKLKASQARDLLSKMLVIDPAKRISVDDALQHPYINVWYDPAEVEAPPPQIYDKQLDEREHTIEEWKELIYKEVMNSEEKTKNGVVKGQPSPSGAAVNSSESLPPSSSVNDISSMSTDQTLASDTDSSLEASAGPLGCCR
MKP-1 inh: inhibitors of human MKP-1 phosphatase | recombinant MKP-1, OMFP hydrolysis fluorescence | AID 374 | P28562 | inhibition, %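 (compounds tested at a single concentration somewhere between 10 and 100 µM)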 | hit rate 0.15% among 65,000;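 active = inhibition above about 50%, limit read from the data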;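 also: 0% = DMSO max control wells and 100% = wells with enzyme stopped by NaOH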
Target sequence (P28562 whole entry, looked up): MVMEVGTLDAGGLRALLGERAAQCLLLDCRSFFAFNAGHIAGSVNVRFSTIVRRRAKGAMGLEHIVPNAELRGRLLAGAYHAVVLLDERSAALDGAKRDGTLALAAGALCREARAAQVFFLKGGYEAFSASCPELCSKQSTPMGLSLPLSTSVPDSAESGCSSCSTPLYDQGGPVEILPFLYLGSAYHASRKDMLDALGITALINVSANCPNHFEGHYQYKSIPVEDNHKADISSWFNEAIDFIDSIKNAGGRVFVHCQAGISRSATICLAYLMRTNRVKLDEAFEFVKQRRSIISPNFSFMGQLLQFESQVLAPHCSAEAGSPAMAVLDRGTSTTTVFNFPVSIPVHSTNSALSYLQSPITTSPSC
Hsp90 inh: displaces geldanamycin probe from tumor Hsp90. P07900. NCI-N417 lysate Hsp90, Cy3B-geldanamycin FP displacement. inhibition, % at 30 µM. hit rate 0.35% among 64,000;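 active = inhibition above 50%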;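 also: 0% = tracer plus lysate wells and 100% = tracer alone without lysate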
PKA inh: blocks human protein kinase A activity; P17612; PKA Kemptide phosphorylation, Kinase-Glo ATP luminescence; inhibition, % at 6 µM; hit rate 0.1% among 65,000; AID 524;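 active = inhibition above the screen-wide mean inhibition plus 3 SD, cut at about 21% in these data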; also: many of its hits are not listed in these tables
Her2 expr inh: Her2 kinase expression inhibition; P04626; SKBR-3 HER2 protein level, AlphaScreen, 18-24 h; active compounds read low; HER2 level % of control, % at 10 µM; hit rate 0.69% among 65,000;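 active = HER2 level under 5% of the carrier-only control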;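 also: 100% = DMSO carrier and 0% = 500 nM PU-H71 HSP90 inhibitor; lower value means stronger loss of Her2 protein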
Cdc25B inh: human M-phase inducer phosphatase 2 inhibition; P30305; recombinant Cdc25B, OMFP fluorescence Ex485/Em525; inhibition, %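 (compounds tested at 10 µM final in the well)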; hit rate 0.1% among 65,000; in the data active = inhibition above about 50%
ROCK2 inh: blocks human Rho kinase 2 activity; O75116; purified ROCK2, Kinase-Glo ATP depletion luminescence; inhibition, % at 6 µM; hit rate 0.35% among 60,000; AID 604;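 active = inhibition above the screen-wide mean inhibition plus 3 SD, cut at about 18% in these data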;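 also: plate controls were DMSO wells for no effect and Y-27632 control wells after no-enzyme background subtraction for full effect; many of its hits are not listed in these tables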
A340 absorber: compound absorbs light at 340 nm | fold change at 10 µM | AID 708 | 65,000 tested, under 10 active | compound absorbance at 340 nm, fold over control;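 active = at 10 µM dose, initial 340 nm absorbance at least 2 fold that of control wells; inactive = change under 2 fold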;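 also: initial absorbance extrapolated from kinetic A340 decline of NADH oxidation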
* marks the source's active call; other numbers are inactive results; x = no result given; & = joins results of further samples.

SMILES	Autofluor 339	JNK3 blocker	MKP-1 inh	Hsp90 inh	PKA inh	Her2 expr inh	Cdc25B inh	ROCK2 inh	A340 absorber
CCC(=O)N1CCN(c2ccc(Cl)cc2NC(=O)c2ccc3c(c2)OCCO3)CC1	1.1	-3	17	-3	-1	42	-8	-5	1.1
CC(=O)Nc1cc2c(cc1Br)OCCO2	1.1	4	-14	-1	2	164	-9	-1	1.1
CCOc1ccc(OCC)c(C2C(C#N)=C(N)N(c3cccnc3)C3=C2C(=O)CC(C)(C)C3)c1 (stereo not drawn)	1.6	7	11	-4	8	92	-3	6	1.1
Cc1cc2ccccc2n1CCNC(=O)COc1ccccc1	1.1	-3	9	4	4	81	-10	6	1
CCOC(=O)c1ccc(NC(=O)CSC2=NC(=O)C(CC)C(=O)N2)cc1 (stereo not drawn)	1	2	-6	1	8	139	-6	3	0.97
COc1ccc(CNC2CCCCC2C)c(OC)c1 (stereo not drawn)	1.1	2	-10	-1	4	91	-11	-4	1.1
CC1CCN(C(=O)CSc2nnc(Cn3c(=O)sc4ccccc43)n2C)CC1	0.98	-3	-4	-1	-5	90	-12	2	1.1
CN(C(=O)c1ccc2c(c1)OCO2)C1(C(=O)NC2CCCC2)CCCCC1	1.1	x	8	x	4	82	-8	x	1
COc1ccccc1N(CC(=O)NC1CCCC1)C(=O)c1csnn1	1.1	6	9	2	8	107	6	-2	1
Cc1nc2nc(C)c(CCC(=O)Nc3ccc4c(c3)OCO4)c(C)n2n1	1.1	1	16	-1	5	122	1	4	0.99
CCOC(=O)N1CCC(N2C(=O)c3ccccc3C2Nc2cc(Cl)c(OC)cc2OC)CC1 (stereo not drawn)	1	-1	22	3	7	89	-8	0	1
Cc1cc(=O)[nH]c2c1cnn2Cc1ccccc1	1.1	-5	17	1	-6	98	4	0	0.99
COc1ccccc1N1CCN(CCOc2c(OC)cccc2OC)CC1	1.1	1	-22	-1	5	129	-20	18	1
O=C1CCC(=O)N1OCCCCOc1ccccc1	1	6	1	-4	4	75	-5	13	0.99
COc1ccccc1NS(=O)(=O)c1ccc(NC(C)=O)cc1	1.1	-1	0	-1	6	83	-5	6	1
C=CCn1c(SCC(=O)NCc2ccc3c(c2)OCO3)nnc1C1COc2ccccc2O1 (stereo not drawn)	1	1	24	-2	10	97	-14	2	0.99
CCOC(=O)CSc1nnc(N)s1	1.1	-2	23	-3	10	89	-1	4	1
Cc1nnc(SCC(=O)Nc2ccc3c(c2)OCO3)o1	1.1	x	3	x	6	182	-19	x	1.1
Cc1nc(NCc2ccco2)c2oc3ccccc3c2n1	0.66	x	10	-4	2	x	x	x	0.99
O=S(=O)(Cc1ccc(Cl)cc1)N1CCCC1	1.1	-3	-1	-2	4	97	-10	2	1.1

Three entries from above, with two lines to a compound:
The line under a structure holds: Autofluor 339, JNK3 blocker, MKP-1 inh, Hsp90 inh, PKA inh, Her2 expr inh, Cdc25B inh, ROCK2 inh, A340 absorber
> CCOc1ccc(OCC)c(C2C(C#N)=C(N)N(c3cccnc3)C3=C2C(=O)CC(C)(C)C3)c1 (stereo not drawn)
    1.6, 7, 11, -4, 8, 92, -3, 6, 1.1
> Cc1cc2ccccc2n1CCNC(=O)COc1ccccc1
    1.1, -3, 9, 4, 4, 81, -10, 6, 1
> CCOC(=O)c1ccc(NC(=O)CSC2=NC(=O)C(CC)C(=O)N2)cc1 (stereo not drawn)
    1, 2, -6, 1, 8, 139, -6, 3, 0.97

Further entries follow:
SMILES	Autofluor 339	JNK3 blocker	MKP-1 inh	Hsp90 inh	PKA inh	Her2 expr inh	Cdc25B inh	ROCK2 inh	A340 absorber
Cc1cc(C)nc(NC(=O)c2c(-c3c(Cl)cccc3Cl)noc2C)n1	1.1	-6	-4	0	0	151	-3	-12	0.99
CCOc1ccccc1Oc1c(C)oc2c(CN3CCN(C)CC3)c(O)ccc2c1=O	3.9*	-1	24	-1	5	114	-22	4	1.1
CCCCC(NC(C)=O)c1nc2ccccc2n1CCC (stereo not drawn)	1.1	x	1	-1	-6	x	-16	x	0.98
CC(C)(O)c1nnn(-c2ccccc2)c1C(F)(F)F	1.1	5	-7	-2	-4	86	3	0	0.99
CC(=O)c1cccc(NC(=O)c2cc(C(C)C)on2)c1	1.1	5	0	0	3	93	-9	-4	1.1
CCOc1ccc(S(=O)(=O)Nc2ccccc2SC)c2cccnc12	1.2	-6	8	-5	-3	85	-11	-2	1.1
CCOC(=O)C1CCCN(CCCc2ccccc2)C1 (stereo not drawn)	0.95&1	0	5&-5	1	8	112&64	-17&-14	2	1&1
COc1cc(OC)cc(OCC(O)Cn2cnc3cc(C)c(C)cc32)c1 (stereo not drawn)	1.1	-1	11	-6	8	105	-7	5	1
O=c1oc(-c2cccs2)nc2c1cnn2-c1ccccc1	2.2*	-1	5	-3	6	56	12	3	1.1
COc1cccc(C(=O)NCC(=O)n2nc(C)cc2C)c1	1.1	1	-17	121*	-3	111	22	-2	1
CCOc1ccc(-c2noc(CCC(=O)O)n2)cc1	1.1	1	0	0	8	101	-15	7	0.99
O=C(Nc1ccc(Br)cn1)c1ccc2nccnc2c1	1.1	4	-20	-2	6	74	0	9	1.1
COC(=O)c1ccccc1NS(=O)(=O)c1cn(C)c(=O)n(C)c1=O	1.1	0	4	3	-11	87	5	-5	1.1
O=C(CSc1nnc(CNC(=O)c2cccs2)o1)Nc1ccc2c(c1)OCO2	1.1	x	5	-1	1	131	-12	x	1
CC1CCc2nn(CC(=O)NC3CCCC3)cc2C1 (stereo not drawn)	1.1	-3	6	0	-3	93	0	2	1
CCOc1ccc(C(=S)N2CCOCC2)cc1	1.1	7	3	-3	7	106	-11	1	1.1
O=S(=O)(NC1CCc2ccccc21)c1ccc(S(=O)(=O)N2CCCC2)cc1 (stereo not drawn)	1.1	-6	-13	92*	-3	92	2	0	1
Cc1cc(S(=O)(=O)N2CCCC2)ccc1OCC(=O)NCc1ccco1	1.1	5	-3	-4	10	89	0	11	1
COCc1cc(C)nc(SCC(=O)Nc2cc3c(cc2C#N)OCO3)c1C#N	1.1	22*	-19	-7	12	110	-18	6	1
O=C1c2ccccc2CC1Sc1nnc(-c2ccccn2)o1 (stereo not drawn)	1.1	-1	-6	-8	0	85	-8	5	1
Nc1nc(CSc2nnc(-c3cccc(F)c3)n2-c2ccccc2)nc(N2CCOCC2)n1	1	-5	-5	-2	11	80	14	5	1
COCCNC(=O)c1ccc(CS(=O)(=O)c2ccc(Cl)cc2)o1	1.1	0	7	0	12	104	-9	8	1
FC(F)(F)c1cc(-c2ccco2)nc(-n2cnc3ccccc32)n1	2.7*	-4	24	-2	5	54	-13	2	1.1
Cc1ccc(C)c(-n2c(SCC(=O)N3CCCC3)nnc2-c2ccccn2)c1	1.1	-6	26	-1	0	104	7	3	1.1
O=C(NCCN1CCN(C(=O)NC2CCCCC2)CC1)NC1CCCCC1	1	0	-1	-1	5	100	-2	6	0.98
CC1(C)Cc2ccccc2-c2nnc(-c3cccnc3)n21	1.1	0	-1	-3	0	100	-10	7	0.99
COc1ccccc1S(=O)Cc1ccc(C(=O)O)o1 (stereo not drawn)	1	1	8	-1	12	137	-7	-1	1
COc1ccc(Cn2nnnc2C(C(C)C)N2CCc3ccccc32)cc1 (stereo not drawn)	1.1	-4	-11	-3	-4	84	-6	-1	1
Nc1cccc(-n2nncc2-c2ccccc2)c1	1.1	-1	-22	-2	6	106	2	5	0.96
COc1ccc(N(CN2C(=O)C3C4C=CC(C4)C3C2=O)C(=O)c2ccco2)cc1 (stereo not drawn)	1.1	-3	28	-2	0	74	32	-10	1
O=C(C1CCCCC1)N1CCN=C1SCc1cccnc1	1.1	-1	5	0	-6	85	-12	0	1
CS(=O)(=O)N(CCc1ccccc1)CC(=O)N1CCc2ccccc2C1	1.1	-2	1	-9	6	52	-16	6	1
CC(OC(=O)c1cc2sccc2n1C)C(=O)NCc1cccs1 (stereo not drawn)	1.1	-3	-26	-2	-2	64	0	-2	0.99
COc1ccc(OC)c(C2C(C#N)=C(N)Oc3cc(N)ccc32)c1 (stereo not drawn)	1	-2	12	-1	9	87	-6	8	1
COc1ccc(C2C(C(=O)Nc3cc(C)on3)c3ccccc3C(=O)N2C)cc1OC (stereo not drawn)	1.1	x	10	x	-6	86	-7	x	0.96
Cc1cc(C)n(-c2nnc(C)n2/N=C/c2ccco2)n1	1	-6	-10	-1	7	136	-7	13	0.98
COc1ccc(NC(=O)CCN2C(=O)C3CC=C(Cl)CC3C2=O)cc1 (stereo not drawn)	1.1	x	6	x	x	86	-7	x	1
Cc1c(C(=O)NCCc2ccccc2)oc2ccc(S(=O)(=O)N3CCOCC3)cc12	1.1	x	13	x	-8	186	-8	x	1.1
NC(=O)CCN(Cc1ccccc1)S(=O)(=O)c1ccccc1	1.1	-3	4	0	10	99	3	5	1
COc1ccccc1OCc1ccc(C(=O)N2CCN(C(=O)c3ccco3)CC2)cc1	1	x	6	0	12	75	4	x	1
Cn1cccc1Cc1nnc(SCC(=O)NCCc2ccccc2)n1-c1ccc(F)cc1	1.1	1	6	1	5	111	-13	5	1.1
Cc1nc(N2CCN(c3ccccc3)CC2)[nH]c(=O)c1Cc1ccccc1	1.1	2	-5	-1	5	80	10	-2	1
CCOC(=O)c1cnc(-n2cc(C)cn2)nc1Nc1ccccc1OC	1	-4	5	1	-3	102	-13	-2	0.99
Cc1nnc(N(Cc2ccccc2)C(=O)c2cnccn2)s1	1.1	-1	6	1	11	95	-25	3	1
CC(C)(C)C1=Nn2c(nnc2C2CCCCC2)SC1	1	-5	-20	-2	4	113	-27	4	1.1
Cc1c(C(C)O)nnn1-c1nonc1N (stereo not drawn)	1	-4	-9	1	1	113	-46	9	0.97
O=C(Nc1c(F)cc(F)cc1Br)c1cc(-c2ccc(O)cc2)on1	1	5	-4	-4	7	63	-5	3	1
COc1cc(OC)c(OC)cc1CNC1CCCCCC1	1.1	7	11	2	-3	103	-8	0	1
Cc1ccc2oc(=O)c3cnn(CC(=O)N4CCc5ccccc5C4)c3c2c1	1.1	1	16	-4	10	105	-5	4	1
N#CC(C(=O)NCCc1ccccc1)c1nc2ccccc2nc1N1CCOCC1 (stereo not drawn)	1	1	14	1	0	91	-17	3	1
O=C(c1sc2ccccc2c1Cl)N(Cc1ccco1)C1CCS(=O)(=O)C1 (stereo not drawn)	1.2	9	-15	54*	2	171	4	-6	1
O=C(c1cc(-c2cccnc2)nc2ccc(Br)cc12)N1CCN(c2ncccn2)CC1	1	-3	36	-20	16	40	-14	4	1.1
CCCCOC(=O)Nc1ccccc1C(N)=O	1.1	0	-4	0	9	116	-10	3	1
O=C(Oc1ccc2c(=O)c(Cl)coc2c1)c1ccncc1	1.7	x	-4	x	-6	259	-20	x	1.2
Cc1ccc2oc(=O)c3cnn(CC(=O)NC4CCN(Cc5ccccc5)CC4)c3c2c1	0.95	4	10	-4	6	90	-7	3	1
Cc1nn(Cc2ccc(Cl)cc2)c(C)c1NC(=O)c1cc(-c2ccco2)on1	1.1	-5	8	-11	6	69	-10	8	0.99
O=C(O)C1(P(=O)(c2ccccc2)c2ccccc2)CCC1	1.1	7	1	-2	0	104	-4	5	1
C(=N\n1cnnc1)/c1ccc(-c2ccccc2)cc1	1.2	-6	12	-3	6	66	-6	6	0.99
Nc1nonc1C(=O)NCCNC(=O)c1ccccc1F	1.1	-4	5	-1	-2	100	-4	-2	0.98
Cc1ccc(CSC2=NCCN2C(=O)C2CC2)cc1	1.1	2	6	-1	13	86	0	6	1

(more compounds)
SMILES	Autofluor 339	JNK3 blocker	MKP-1 inh	Hsp90 inh	PKA inh	Her2 expr inh	Cdc25B inh	ROCK2 inh	A340 absorber
Cc1nc2cc(C(=O)O)ccc2s1	1.1	-2	-8	-1	0	91	5	-2	0.99
CN(c1cccc(NC(=O)CN2C(=O)c3ccccc3S2(=O)=O)c1)S(C)(=O)=O	1.1	0	6	-15	2	144	3	0	1.1
O=C(Nc1ncccc1Cl)c1cccc(F)c1	1	3	-3	1	-2	100	-40	0	1
CCOC(=O)CSc1nnc(CNC(=O)c2ccc(OC)cc2OC)n1-c1ccc(OC)cc1	1.1	0	5	1	-6	93	-10	-1	1

Not all compounds are listed; the hit share may differ from the screen's.
